# MBD2 DNA inh = blocks human MBD2 binding to methylated DNA | TR-FRET, MBD2 binding to methylated oligonucleotide | AID 686964 | 370,000 tested, 0.31% active | Q9UBB5 | inhibition, % at 4.4 µM; in the data active = inhibition above about 13%
# Target sequence (Q9UBB5 whole entry, looked up): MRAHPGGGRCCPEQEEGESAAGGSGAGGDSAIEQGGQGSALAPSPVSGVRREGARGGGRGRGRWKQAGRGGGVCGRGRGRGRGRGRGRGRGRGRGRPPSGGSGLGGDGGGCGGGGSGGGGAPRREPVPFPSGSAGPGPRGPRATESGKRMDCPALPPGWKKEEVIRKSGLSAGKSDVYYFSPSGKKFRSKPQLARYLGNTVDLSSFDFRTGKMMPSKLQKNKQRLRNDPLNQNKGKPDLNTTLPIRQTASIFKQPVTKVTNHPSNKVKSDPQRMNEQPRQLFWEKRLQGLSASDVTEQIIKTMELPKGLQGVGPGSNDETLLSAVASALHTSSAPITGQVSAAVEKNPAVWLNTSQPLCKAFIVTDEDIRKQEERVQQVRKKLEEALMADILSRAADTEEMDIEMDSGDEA
# rCAG binder = r(CAG) repeat RNA binding; 370,000 tested, 1.3% active; TO-PRO-1 dye displacement fluorescence; AID 651821; inhibition, % at 3 µM;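 active = inhibition above the plate cutoff, the mean of all test compounds on that plate plus 3 SD, cut at about 35% in these data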;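 note: 0% = DMSO alone and 100% = 100 µM mitoxantrone as full dye displacement; higher means more dye released from RNA so lower well fluorescence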
# LEDGF integ inh = blocks HIV-1 LEDGF/p75-dependent DNA integration | TR-FRET IN-LEDGF/p75 DNA integration, Eu/Cy5 | inhibition, % at 3.7 µM | 370,000 tested, 0.64% active | AID 743269;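 active = inhibition above the screen-wide mean plus 3 SD, cut at about 13% in these data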;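 note: signal is the Cy5 over europium emission ratio at 671 and 618 nm; 0% = plate median of compound wells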
# PG9 Ab binder = PG9 antibody binding by small molecule; TR-FRET gp120-PG9 antibody binding; inhibition, % at 6.7 µM; 360,000 tested, 0.43% active; in the data active = inhibition above about 8.5%
# HTRA1 inh = blocks human HTRA1 serine peptidase | 340,000 tested, 0.5% active | Q92743 | inhibition, % at 5.96 µM | recombinant HTRA1, FP-rhodamine activity-based probe, fluorescence polarization; in the data active = inhibition above about 36%;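 note: 0% = enzyme with DMSO and 100% = wells lacking enzyme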
# Target sequence (Q92743 whole entry, looked up): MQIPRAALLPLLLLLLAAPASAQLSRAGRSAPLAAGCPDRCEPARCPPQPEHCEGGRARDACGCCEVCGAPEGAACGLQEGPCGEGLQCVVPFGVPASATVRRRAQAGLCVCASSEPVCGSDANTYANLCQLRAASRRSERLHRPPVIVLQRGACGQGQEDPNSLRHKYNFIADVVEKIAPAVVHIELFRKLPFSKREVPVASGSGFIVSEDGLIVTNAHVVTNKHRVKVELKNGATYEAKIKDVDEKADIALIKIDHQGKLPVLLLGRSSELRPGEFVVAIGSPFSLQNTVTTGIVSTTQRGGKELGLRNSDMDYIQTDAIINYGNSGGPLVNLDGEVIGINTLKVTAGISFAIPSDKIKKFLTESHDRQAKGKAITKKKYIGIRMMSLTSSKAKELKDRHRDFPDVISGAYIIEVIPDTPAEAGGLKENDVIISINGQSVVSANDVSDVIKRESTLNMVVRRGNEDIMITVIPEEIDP
# PRMT1 FP inh = blocks human protein arginine methyltransferase 1; Q99873; recombinant PRMT1, activity-based probe fluorescence polarization; inhibition, % at 2.79 µM; 370,000 tested, 1.3% active; AID 652257;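 active = inhibition above about 21% made by adding two undisclosed values, limit read from the data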
# mABHD4 FP = inhibitors of mouse ABHD4; purified mABHD4, FP-Rh probe fluorescence polarization; inhibition, % at 8.92 µM; 370,000 tested, 0.54% active; AID 720543;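 active = inhibition exceeding the mean over every tested compound plus 3 SD, cut at about 30% in these data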;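 note: 0% = plate median of compound wells and 100% = S159A mutant with DMSO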
#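 Doses – 8.92 µM, single dose · Material – wild-type mouse ABHD4 protein · Replication – single well per compound (singlicate) · Measure – percent inhibition of probe binding, normalized to plate controls · Schedule – 45 min compound pre-incubation plus 60 min probe step, 25 °C · Detection – fluorescence polarization with parallel and perpendicular emission, 525/598 nm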
# TCR-CD3 inh = human TCR-CD3 binding inhibition; TAMRA-labeled TCR probe fluorescence, biochemical; inhibition, % at 9.4 µM; 360,000 tested, 0.37% active; AID 651800; in the data active = inhibition above about 19%;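 note: recombinant mutant TCR 2C K166C tagged with TAMRA read by polarization; 0% = receptor in buffer alone and 100% = receptor with positive control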
# UHRF1 binding = human UHRF1 methylated DNA binding inhibitors | Q96T88 | UHRF1 binding to methylated oligo, TR-FRET | inhibition, % at 4.4 µM | 370,000 tested, 0.75% active | AID 687016; in the data active = inhibition above about 21%;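 note: UHRF1 SRA domain binding a hemimethylated CpG hairpin DNA probe; 0% = median of test compound wells and 100% = reference inhibitor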
# Rev-erbA mod = modulates human Rev-erb alpha binding to DNA; P20393; Rev-erbα–FITC-DNA binding, fluorescence polarization, 90 min; activity, % at 10 µM; 370,000 tested, 0.79% active;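 active = activity above about 14%, limit read from the data; passing the limit was not always enough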;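 note: 0% = DMSO wells with 35 nM protein and 100% = DMSO wells with 750 nM protein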
# * marks the source's active call; other numbers are inactive results; nt = not tested or not shown. Some of the compounds tested. The share of hits here may be higher or lower than overall.
# Sample of the layout:
SMILES	MBD2 DNA inh	rCAG binder	LEDGF integ inh	PG9 Ab binder	HTRA1 inh	PRMT1 FP inh	mABHD4 FP	TCR-CD3 inh	UHRF1 binding	Rev-erbA mod
O=C(NC1CCCCC1)N1Cc2cc(-c3cccc(F)c3)ccc2-n2nncc2C1	-3	2	4	-0.6	nt	4	-1	-7	0	1
COC(=O)[C@@H]1N=C(c2ccc(OC)cc2)O[C@]12C(=O)N(C)c1ccc(Cl)cc12	-8	2	2	0.9	nt	2	3	-5	-1	-7
O=c1c2ccccc2nc(-c2ccccc2Cl)n1-c1cccc(O)c1	0	3	-1	0.5	-2	-1	1	-3	-2	8
COc1cccc2cc(-c3cc(=O)oc4ccc(OC(=O)N(C)C)cc34)oc12	4	4	-1	0.4	-10	-1	3	10	0	0
COC(=O)C1=C(c2ccccc2)C[C@@H]2CC[C@H]1N2C(=O)N1CCCC1	1	-4	0	1.1	-9	-2	-5	6	-1	1
CCOc1cc(C=C2C(=O)NC(=O)NC2=O)ccc1OCC(=O)N1CCOCC1	-4	-3	-3	0.5	2	8	12	-1	-5	1
Cc1cc(C)cc(N2C(=O)NC(=O)/C(=C\c3cccn3-c3ccccc3)C2=O)c1	-6	10	0	0.8	2	5	-4	2	6	-3
Cc1cccc(OP(N)(=O)Oc2cccc(C)c2C)c1C	8	-8	-6	-0.4	-1	9	-15	-6	6	-2
Fc1ccccc1CNCCc1c[nH]c2ccccc12	0	0	-3	-0.7	-4	-4	8	3	1	-1
CC(=NCc1cccnc1)c1c(O)n(-c2ccc(Cl)cc2)c(=O)[nH]c1=O	1	3	2	0.3	2	-2	5	6	-1	0
COc1ccc(N2C(=O)/C(=C/c3ccc(C)o3)C(=O)NC2=S)cc1	-4	24	7	-0.8	8	11	9	-1	-4	6
CC1(C)CN=C(Nc2ccc(F)c(Cl)c2)S1	-5	-3	1	-0.1	-3	-3	-1	-7	-3	-8

# Main list, from the start:
SMILES	MBD2 DNA inh	rCAG binder	LEDGF integ inh	PG9 Ab binder	HTRA1 inh	PRMT1 FP inh	mABHD4 FP	TCR-CD3 inh	UHRF1 binding	Rev-erbA mod
O=C(NC1CCCCC1)N1Cc2cc(-c3cccc(F)c3)ccc2-n2nncc2C1	-3	2	4	-0.6	nt	4	-1	-7	0	1
COC(=O)[C@@H]1N=C(c2ccc(OC)cc2)O[C@]12C(=O)N(C)c1ccc(Cl)cc12	-8	2	2	0.9	nt	2	3	-5	-1	-7
O=c1c2ccccc2nc(-c2ccccc2Cl)n1-c1cccc(O)c1	0	3	-1	0.5	-2	-1	1	-3	-2	8
COc1cccc2cc(-c3cc(=O)oc4ccc(OC(=O)N(C)C)cc34)oc12	4	4	-1	0.4	-10	-1	3	10	0	0
COC(=O)C1=C(c2ccccc2)C[C@@H]2CC[C@H]1N2C(=O)N1CCCC1	1	-4	0	1.1	-9	-2	-5	6	-1	1
CCOc1cc(C=C2C(=O)NC(=O)NC2=O)ccc1OCC(=O)N1CCOCC1	-4	-3	-3	0.5	2	8	12	-1	-5	1
Cc1cc(C)cc(N2C(=O)NC(=O)/C(=C\c3cccn3-c3ccccc3)C2=O)c1	-6	10	0	0.8	2	5	-4	2	6	-3
Cc1cccc(OP(N)(=O)Oc2cccc(C)c2C)c1C	8	-8	-6	-0.4	-1	9	-15	-6	6	-2
Fc1ccccc1CNCCc1c[nH]c2ccccc12	0	0	-3	-0.7	-4	-4	8	3	1	-1
CC(=NCc1cccnc1)c1c(O)n(-c2ccc(Cl)cc2)c(=O)[nH]c1=O	1	3	2	0.3	2	-2	5	6	-1	0
COc1ccc(N2C(=O)/C(=C/c3ccc(C)o3)C(=O)NC2=S)cc1	-4	24	7	-0.8	8	11	9	-1	-4	6
CC1(C)CN=C(Nc2ccc(F)c(Cl)c2)S1	-5	-3	1	-0.1	-3	-3	-1	-7	-3	-8
CC1([N+](=O)[O-])COP(=O)(NC2CC2)OC1 (stereo not drawn)	2	1	0	2.1	0	-1	-1	0	-2	-12
C=CCn1c(O)c(C(CC)=Nc2cccc(C(F)(F)F)c2)c(=O)[nH]c1=O	-5	0	-1	-1.1	2	1	3	5	-3	5
Cc1ccc2c(c1)C1CN(C)CCC1N2C(=O)/C=C/c1ccc2c(c1)OCO2 (stereo not drawn)	-5	-9	-2	-2.5	4	-1	1	6	-5	3
Cc1cc(C=C2C(=O)NC(=O)NC2=O)c(C)n1-c1ccncc1	3	1	4	-1.1	4	4	3	6	-8	0
NCCc1ccc(O)cc1	-1	6	-3	0.0	3	3	7	-7	3	-6
O=C1NCN(c2ccccc2)C12CCNCC2	-1	1	3	-0.1	2	1	4	3	4	2
Cc1ccc(-n2c(C)nc3ccccc3c2=O)cc1C	0	-4	-1	-1.7	5	5	2	-3	2	4
COCCNC(=O)Cn1cc(C(=O)c2ccccc2F)c2ccccc21	3	-1	-1	0.0	2	-4	3	2	0	-1
COc1cc2c(C(=O)O)c(C)n(C)c2cc1Br	0	-1	2	-2.0	2	-1	2	1	1	-6
COc1ccc2[nH]c(C)c(CCNCc3cccnc3)c2c1	-7	0	3	1.1	5	120*	34*	-8	-17	-6
O=C1NC2C(=CC(O)C(O)C2O)c2cc3c(c(O)c21)OCO3 (stereo not drawn)	-3	7	-2	-0.5	3	2	5	4	-2	0
CN(Cc1ccccc1)C1CCCN(C(=O)COc2ccccc2Cl)C1 (stereo not drawn)	1	-10	-5	-1.7	-3	0	0	0	3	6
CC[N+](CC)(CC#CCO)CC#Cc1ccccc1	3	1	-3	-2.5	6	-5	-4	7	-1	2

# The results go on.
SMILES	MBD2 DNA inh	rCAG binder	LEDGF integ inh	PG9 Ab binder	HTRA1 inh	PRMT1 FP inh	mABHD4 FP	TCR-CD3 inh	UHRF1 binding	Rev-erbA mod
COc1cccc(C2(O)CCSCC2CN(C)C)c1 (stereo not drawn)	1	0	1	1.0	1	-3	-3	-4	-4	-1
NC(=O)OCCCc1ccccc1	8	0	2	-1.8	4	3	-16	7	4	-3
O=c1[nH]c(=O)n(-c2ccc(Br)cc2)c(O)c1C=NCCN1CCCCC1	-3	1	-5	-1.7	10	-3	4	6	-3	0
C[C@]12CC[C@H]3[C@@H](CC[C@]4(O)C[C@@H](O)CC[C@]34C=O)[C@@]1(O)CC[C@@H]2C1=CC(=O)OC1	-2	4	3	1.3	0	-1	-11	-2	0	-1
CCOC(=O)C(O)(c1ccc(NC(=O)NC2CCCCC2)cc1)C(F)(F)F (stereo not drawn)	4	-3	3	1.4	-14	-4	-9	4	0	3
Cc1nc2cc(-c3ccccc3)nn2c(C)c1CCC(=O)N1CCC2(CC1)OCCO2	-3	-7	3	1.4	-2	4	-2	-7	3	-4
COC(=O)C1=C(c2cccc3c2S(=O)(=O)c2ccccc2-3)C[C@@H]2CC[C@H]1N2C(=O)N1CCc2cc(OC)c(OC)cc2C1	1	4	-1	1.4	-39	1	-13	8	-1	-2
CC1COC2N=C(N[N+](=O)[O-])NC2O1 (stereo not drawn)	4	0	-1	-0.1	5	4	1	-6	2	1
COc1cc(N2CCOCC2)ccc1/C=C1\C(=O)NC(=O)N(Cc2cccs2)C1=O	3	8	-1	-0.5	-4	18	-2	-48	0	6
O=C(O)C1C(C(=O)O)C2(Cl)C(Cl)=C(Cl)C1(Cl)C2(Cl)Cl (stereo not drawn)	-3	2	1	0.3	7	6	3	-4	-1	-8
Cc1cccc(NC(=O)N2CCCC2)c1	1	1	-3	-2.1	1	6	3	-4	3	2
N#Cc1c(/N=C/c2ccc(O)cc2O)sc2c1C1CCN2CC1	-4	4	4	-4.0	5	-1	-3	3	-2	12
Cc1nc2ccc(Cl)cn2c1P(=S)(N1CCOCC1)N1CCOCC1	4	-4	0	0.9	-5	-1	3	3	-3	2
Cc1noc(C)c1CSCC(=O)Nc1ccc(C#N)c(Cl)c1	2	2	2	-2.5	-11	-3	-1	6	0	-4
O=[N+]([O-])c1cc(F)c(N2CCCC2)cc1Br	0	0	-5	-0.1	-1	3	1	-1	-1	5
Cc1cccc(-n2c(O)c(/C=C3/C(c4ccccc4)=Nc4ccccc43)c(=O)[nH]c2=O)c1	3	6	1	1.0	-12	2	-12	-6	-4	0
CC(C)OP(=O)(OC(C)C)C(O)c1cccnc1 (stereo not drawn)	0	-1	1	1.0	0	2	4	-1	2	-5
CC1CC2(C)C(CCC3C2CCC2(C)C(OP(=O)(N4CC4)N4CC4)CCC32)CC1=O (stereo not drawn)	2	4	-6	-0.2	-6	0	1	-6	2	4
N#CC[N+]1(CCCNP2(=O)C=C(c3ccccc3)OC(c3ccccc3)=C2)CCOCC1	5	-8	2	0.3	3	-2	-1	0	-3	-3
COc1cccc(CN2CCN(C(=O)COc3ccc4ccccc4c3)CC2)c1	-4	-5	3	-0.7	-11	-2	-6	1	0	-1
C=CCN1C(=O)NC(=O)/C(=C/C=C/c2ccccc2)C1=O	-2	11	-4	0.0	1	12	0	0	-2	-5
COC(=O)C1C(c2ccc(F)cc2)CC2CCC1N2C (stereo not drawn)	3	1	0	1.1	nt	3	7	-1	1	-2
CCOC(=O)[C@]12Cc3cc(OC)ccc3[C@H]1N(C)C(=O)c1cc(OC)ccc12	0	1	-4	-0.3	nt	-2	-1	2	-2	-6
CC(=O)OC1(c2ccccc2)CCN(C)C(C)C1C (stereo not drawn)	3	1	-1	-0.2	2	-1	-5	0	1	10
C[C@]12CC[C@@H](O)C[C@@H]1CC[C@@H]1[C@@H]2CC[C@]2(C)[C@@H](O)CC[C@@H]12	-5	1	0	-1.1	-1	5	0	3	-3	1

# (cont.)
SMILES	MBD2 DNA inh	rCAG binder	LEDGF integ inh	PG9 Ab binder	HTRA1 inh	PRMT1 FP inh	mABHD4 FP	TCR-CD3 inh	UHRF1 binding	Rev-erbA mod
CC(C)c1oc(=O)cc2c1[C@@H](O)[C@H]1OC(=O)[C@@]3(C)CC[C@@H](O)[C@@]2(C)C13 (stereo partly drawn)	-7	-1	3	-3.5	-6	0	5	12	-2	-3
COC(=O)C1=C(c2cccc(C#N)c2)C[C@@H]2CC[C@H]1N2C(=O)N1CCc2cc(OC)c(OC)cc2C1	2	2	0	-1.0	0	1	-11	4	-2	0
CN(C)c1ccc(CCN2CCOCC2)cc1	-1	0	-1	-1.9	-8	-1	-3	1	1	3
O=C(NCc1ccccc1)c1cccn(Cc2ccccc2)c1=O	-1	1	-1	-2.6	-6	-2	-6	-1	1	-1
CCCCCCCCCCCCn1ccc(=N)cc1	-3	9	5	0.2	29	0	25	5	-1	1
CC1(C)CC(=O)C2=C(C1)NC(=O)C21C(C(=O)OC(C)(C)C)=C(N)Oc2ccc(Br)cc21 (stereo not drawn)	2	-4	0	1.0	-1	-3	8	2	-4	-1
COCc1c(CN)cnc(C)c1N	9	-1	-3	0.4	-3	1	-7	-6	4	1
Cc1oc(-c2ccccc2Cl)nc1CN1C(=O)CN=C(c2ccccc2)c2ccccc21	-4	5	3	0.9	-23	-5	-12	-2	2	0
N#CCCn1cc(C(=O)NCc2ccccc2)c(-c2ccc3c(c2)OCCO3)n1	2	-1	-3	-0.5	5	0	4	2	1	-9
